PhoP GFP inhibition: PhoP regulon inhibitors, Salmonella typhi PhoP promoter GFP reporter, confirmatory (AID 1850); Salmonella Typhi PhoP-promoter GFP reporter, fluorescence, 4 h; higher % means a stronger effect; inhibition, % at 50 µM, or IC50 in µM where a hit was titrated; 310,000 compounds, 0.33% hits; in the data active means a potency from the dose series; inconclusive means inhibition mostly from about 25% at the one dose, without a potency; inactive means the rest, 99 in 100 with inhibition below about 19%;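 further: 0% = induced wells with vehicle and 100% = uninduced wells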
tuberculosis growth: growth inhibition of non-replicating M. tuberculosis (AID 488890); Mycobacterium tuberculosis non-replicating, growth inhibition; higher % means a stronger effect; inhibition, % at 25 µM, or IC50 in µM where a hit was titrated; 320,000 compounds, 0.39% hits; in the data active means a potency from the dose series; inconclusive means inhibition mostly from about 82% at the one dose, without a potency; inactive means the rest, 99 in 100 with inhibition below about 76%;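 further: plate controls were DMSO cells for no effect and high antibiotic wells for full effect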
H37Rv inhibition: M. tuberculosis growth inhibition, HTS (AID 449762) | M. tuberculosis H37Rv growth inhibition, 7H9 media; higher % means a stronger effect | one-dose inhibition, % at 25 µM; IC50 in µM for titrated hits | 330,000 compounds, 0.59% hits; in the data active means a potency from the dose series; inconclusive means inhibition above about 70% without an active follow-up result;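 further: bacterial growth assessed after seven days of incubation; strong numbers were not always called active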
VEEV TC-83 Vero: inhibitors of VEEV TC-83 cytopathic effect, confirmation, Vero cells (AID 588727). Vero cells, VEEV TC-83 cytopathic effect inhibition; higher % means a stronger effect. inhibition, % at 20 µM; hits with a dose series show IC50 in µM. 350,000 compounds, 0.13% hits; in the data active means a potency from the dose series; inconclusive means inhibition mostly from about 14% at the one dose, without a potency; inactive means the rest, 99 in 100 with inhibition below about 12%; further: strong numbers were not always called active
H1N1 NS1A inhibition: NS1A inhibition, H1N1 influenza, cell based functional assay (AID 504329). NS1A functional cell-based assay, percent inhibition; higher % means a stronger effect. inhibition, % at 12.5 µM; hits with a dose series show IC50 in µM. 340,000 compounds, 0.3% hits; in the data active means a potency from the dose series; inconclusive means inhibition above about 27% without an active follow-up result; further: strong numbers were not always called active
VEEV TC-83 Vero 10K pilot screen: second read-out of VEEV TC-83 Vero, no call of its own (marks repeat the call); inhibition, %; measured here: 10K pilot screen inhibition
The depositor's hits bear a star; i = inactive; ? = inconclusive; / = no result given. Hits appear at their usual frequency; 1.5% or so of the library scored in one or more.

SMILES	PhoP GFP inhibition	tuberculosis growth	H37Rv inhibition	VEEV TC-83 Vero	H1N1 NS1A inhibition	others
COc1cc(/C=c2/sc3nc(-c4ccccc4)c(-c4ccccc4)n3c2=O)cc(OC)c1OC	6.8%	7.7%	2.3%	i	1.4%
CSc1ccccc1NC(=O)CN1CCCCC1	12.7%	-6.1%	-6.4%	2.3%	8.1%
O=C(/C=C/c1ccccc1)N1CCCN(C(=O)/C=C/c2ccccc2)CC1	6.7%	20.3%	-2.3%	2.9%	-4.6%
CCOC(=O)CCC(=O)Nc1ccccc1C(N)=O	2.1%	-2.9%	-7.4%	2.6%	-4.0%
Cc1ccc2oc3c(c(=O)c2c1)C(c1cccc(Cl)c1)N(CCCN1CCOCC1)C3=O (stereo unspecified)	-13.4%	/	3.8%	0.1%	2.6%
Cc1ccc(S(=O)(=O)N2CCC(C(=O)Nc3cccnc3)CC2)cc1	/	5.2%	-2.1%	0.7%	-1.3%
O=C(NCC1CCCO1)C1CCCN1C(=O)Nc1ccc(Cl)c(Cl)c1 (stereo unspecified)	-7.5%	-2.0%	4.1%	3.6%	0.2%
CCOCCCNC(=O)c1c(-c2ccccc2)noc1C	-6.3%	5.6%	5.1%	i	1.6%
CCn1c(SCC(=O)Nc2ccc(F)cc2)nc2ccccc2c1=O	2.5%	3.1%	2.6%	1.0%	10.3%
CCCCCN1CC(O)=C(c2nc(-c3ccc(Cl)cc3)cs2)C1=N	-12.4%	22.3%	-1.0%	0.2%	9.2%
COC(C[C@@H]1O[C@@H]1[C@@H](O)COCc1ccccc1)OC	/	/	/	i	-11.9%
CCc1cc(/C(Cc2ccccn2)=N\O)c(O)cc1O	-0.5%	11.6%	-0.7%	1.9%	-13.6%
COC(=O)[C@@H]1CC[C@H](C)[C@@H](c2ccc(C)cc2)N1C(=O)c1ccc(/C=N/O[C@H](C)c2cn([C@@H]3COC[C@H]3O)nn2)cc1	-1.9%	8.9%	5.5%	/	/
COC(=O)CCC(C)C1CCC2C3CCC4CC(O)CCC4(C)C3=CC(=O)C12C (stereo unspecified)	/	/	/	2.0%	-7.7%
CC(C)CN(C(=O)CN(C)S(=O)(=O)c1ccc(Cl)cc1)C1CCS(=O)(=O)C1 (stereo unspecified)	-11.6%	3.3%	-7.6%	6.0%	-13.3%
Cc1ccn2cc(-c3ccc(NS(=O)(=O)c4ccccc4)cc3)nc2c1	-1.9%	-0.1%	5.0%	1.9%	-6.1%
C/C(=N\NC(=S)NC1CCCCC1)c1ccc(C)o1	-10.3%	?	?	0.4%	2.5%
C/C(Cc1ccccc1)=N\NC(=O)CNC(=O)c1ccccc1Br	-3.9%	2.4%	2.7%	1.2%	4.5%	VEEV TC-83 Vero 10K pilot screen=1.2
COc1ccccc1N/C=C1/Sc2cc(Cl)ccc2NC1=O	-13.4%	1.6%	-1.6%	/	/
Nc1c(C(=O)NCc2ccc3c(c2)OCO3)nnn1-c1ccc(OC(F)(F)F)cc1	-9.1%	7.7%	1.9%	1.8%	-6.3%
CN1C(=O)[C@H]2[C@@H](C3CC3)N3C(=O)CN(Cc4ccc(-c5ccccc5)cc4)C(=O)[C@@]3(C)[C@H]2C1=O	-4.9%	4.5%	2.6%	0.2%	7.8%
CC(NC(=O)C1CCC(CNC(=O)[C@@H]2Cc3ccccc3CN2)CC1)c1ccccc1 (stereo partly specified)	-21.2%	1.6%	-4.5%	i	-0.8%
O=C1/C(=C/C=C/c2ccccc2)Oc2c1ccc(O)c2CN1CCN(CCO)CC1	14.5%	i	5.5%	0.4%	5.6%
O=C(Nc1ccccc1Cl)C1(c2ccccc2)CC1(Cl)Cl (stereo unspecified)	4.1%	23.7%	3.6%	1.9%	0.2%
Cn1c(CCC(=O)Nc2ccc(S(C)(=O)=O)cc2)nc2cc(S(=O)(=O)N3CCOCC3)ccc21	/	/	/	0.8%	8.1%
O=C(COc1ccc(F)cc1)NCC1(N2CCOCC2)CCCCC1	/	-1.8%	2.9%	7.3%	-4.4%
O=C(Nc1ccc(Cl)c(S(=O)(=O)N2CCCCC2)c1)c1ccncc1	/	/	/	7.7%	-2.3%
COc1ccc(OC)c(NP2(=O)OCC(C)([N+](=O)[O-])CO2)c1 (stereo unspecified)	/	/	/	2.6%	-9.6%
Nc1ccc(C2=Nc3cccc4cccc(c34)N2)cc1	/	/	/	0.9%	10.9%
CCn1cc(/C=C(\NC(=O)c2ccccc2F)C(=O)NCCCN2CCOCC2)c2ccccc21	-1.7%	0.9%	-1.9%	1.9%	-8.4%
CC(=O)NC(N1CCCCC1)C(F)(F)C(F)(F)C(F)(F)C(F)F (stereo unspecified)	0.9%	7.0%	-8.9%	i	-16.0%
CCCCOc1ccc(C2OC34CCCCC3C(C#N)(C#N)C2(C#N)C(=N)O4)cc1 (stereo unspecified)	1.9%	8.4%	-2.1%	1.8%	4.4%
Cc1onc(-c2ccccc2)c1-c1n[nH]c(=S)n1-c1ccccc1Cl	1.5%	7.4%	-9.0%	0.8%	0.1%
CCn1c(SCC(=O)Nc2ccc(Cl)cc2)nc2nc3c(cc2c1=O)CCCC3	-12.8%	-2.6%	15.7%	i	9.6%
O=C(c1ccc(OC2CCN(C/C=C/c3ccc(F)cc3)CC2)cc1)N1CCCCC1	-3.9%	65.3%	2.3%	0.9%	19.1%
CN(CC(=O)Nc1ccc(N2CCOCC2)cc1)CC(=O)Nc1cccc(C#N)c1	-5.0%	-10.8%	1.0%	0.9%	-8.0%
CCOc1cccc(-c2nnc3sc(-c4cc(OC)c(OC)c(OC)c4)nn23)c1	1.4%	-20.8%	-3.2%	0.8%	-2.1%
CCOC(=O)c1oc2ccccc2c1N	1.3%	7.4%	-3.8%	0.4%	13.6%
CC1(C)Cc2cccc(OCC(=O)O)c2O1	3.6%	-10.0%	5.5%	0.7%	3.6%
Cc1[nH]n(-c2ccccc2)c(=O)c1C(C[N+](=O)[O-])c1ccc(F)cc1 (stereo unspecified)	15.9%	?	?	1.5%	-0.5%
COc1ccc(C2C(C(C)=O)=C(O)C(=O)N2CCc2c[nH]c3ccccc23)cc1OC (stereo unspecified)	0.2%	1.6%	-3.1%	0.4%	0.7%
COc1ccc2c(c1)[C@H]1[C@H](CO2)[C@H](c2ccccc2)[C@]2(C)C(=O)Nc3cc(OC)c(OC)cc3C(=O)N12	-3.1%	13.4%	-1.1%	6.8%	-1.7%
Cc1cccc(C(=O)Nc2ccc(C(=O)c3ccccc3)cc2)c1	3.7%	23.3%	?	1.2%	/
COc1ccc(Cl)cc1S(=O)(=O)N1CCCC1	1.6%	54.0%	3.2%	0.3%	3.6%
CCOC(=O)C1CCN(S(=O)(=O)c2ccc3c4c2CC(=O)N4CC(C)S3)CC1 (stereo unspecified)	13.7%	/	2.4%	0.6%	2.4%
CC(=O)CSc1nnc(NC(=O)CCc2ccccc2)s1	1.2%	-6.0%	1.9%	i	8.8%
CSc1ccccc1NC(=O)CN(C)C(=O)CCc1c[nH]c2ccccc12	2.9%	5.4%	2.1%	i	5.9%
Cc1ccc(S(=O)(=O)NN2C(=O)c3ccccc3NC2(C)C)cc1	-5.6%	5.8%	2.8%	2.9%	-1.1%
Cc1cc(C)c(S(=O)(=O)Nc2ccc(O)c(Sc3ncn[nH]3)c2)c(C)c1	-5.1%	-17.9%	-2.2%	0.5%	4.2%
CCn1c(SCC(=O)Nc2nc(C)cs2)nnc1C(C)NC(=O)c1ccccc1 (stereo unspecified)	-4.0%	-4.2%	-8.3%	0.6%	8.0%
(cont.)
SMILES	PhoP GFP inhibition	tuberculosis growth	H37Rv inhibition	VEEV TC-83 Vero	H1N1 NS1A inhibition	others
COc1ccc(N2CC(NS(=O)(=O)c3ccc4ccccc4c3)CC2=O)cc1 (stereo unspecified)	2.0%	-1.7%	-0.4%	5.0%	-4.2%
Cc1cccc(C)c1NC(=O)CSc1nc(C)c(CC(=O)c2ccc(Br)cc2)c(C)c1C#N	-1.2%	1.5%	-4.8%	i	-6.5%	VEEV TC-83 Vero 10K pilot screen=2.5
Cc1cc(F)ccc1S(=O)(=O)N1CCCOC1CNC(=O)C(=O)NC1CCCCC1 (stereo unspecified)	2.9%	-2.7%	-6.8%	1.1%	-5.2%
O=C(CCSc1nnc(-c2ccncc2)o1)Nc1ccc(F)cc1	-1.8%	72.0%	34.0%	i	16.4%	VEEV TC-83 Vero 10K pilot screen=0.0
COc1cccc(-c2csc3nnc(SCC(=O)NCc4cccs4)n23)c1	-0.1%	5.5%	-2.6%	i	-14.3%
O=C(NCCCCCCNC(=O)OC1CCS(=O)(=O)C1)OC1CCS(=O)(=O)C1 (stereo unspecified)	4.0%	-14.3%	-4.4%	2.9%	-4.9%
N#CC(/C(=N/S(=O)(=O)c1cccs1)c1ccccc1)c1nc2ccccc2[nH]1 (stereo unspecified)	3.2%	22.5%	-1.0%	1.2%	0.2%
O=C(c1cccs1)N1C(=O)c2cccc3cccc1c23	5.4%	66.4%	-6.4%	1.7%	-12.9%
CCN(C(=O)Cn1ccc(C(F)(F)F)n1)c1c(N)n(Cc2ccccc2)c(=O)[nH]c1=O	/	-4.5%	-10.0%	1.0%	-4.8%
CC1(C)NC(=O)N(CCCC(=O)Nc2ccc(C(F)(F)F)cc2)C1=O	/	-17.6%	0.0%	0.5%	-7.0%

Not a retest: entries from further up.
SMILES	PhoP GFP inhibition	tuberculosis growth	H37Rv inhibition	VEEV TC-83 Vero	H1N1 NS1A inhibition	others
Cc1cc(F)ccc1S(=O)(=O)N1CCCOC1CNC(=O)C(=O)NC1CCCCC1 (stereo unspecified)	2.9%	-2.7%	-6.8%	1.1%	-5.2%
O=C(CCSc1nnc(-c2ccncc2)o1)Nc1ccc(F)cc1	-1.8%	72.0%	34.0%	i	16.4%	VEEV TC-83 Vero 10K pilot screen=0.0
COc1cccc(-c2csc3nnc(SCC(=O)NCc4cccs4)n23)c1	-0.1%	5.5%	-2.6%	i	-14.3%
O=C(NCCCCCCNC(=O)OC1CCS(=O)(=O)C1)OC1CCS(=O)(=O)C1 (stereo unspecified)	4.0%	-14.3%	-4.4%	2.9%	-4.9%
N#CC(/C(=N/S(=O)(=O)c1cccs1)c1ccccc1)c1nc2ccccc2[nH]1 (stereo unspecified)	3.2%	22.5%	-1.0%	1.2%	0.2%
O=C(c1cccs1)N1C(=O)c2cccc3cccc1c23	5.4%	66.4%	-6.4%	1.7%	-12.9%

The results go on:
SMILES	PhoP GFP inhibition	tuberculosis growth	H37Rv inhibition	VEEV TC-83 Vero	H1N1 NS1A inhibition	others
Cn1cc([N+](=O)[O-])c(C(=O)N2CCCCCC2)n1	-5.2%	0.3%	-11.9%	0.8%	-11.9%
O=C(c1ccc(NS(=O)(=O)c2cccc(C(F)(F)F)c2)cc1)N1CCCC1	2.1%	13.0%	-2.1%	2.0%	-12.8%
CCCN1CCN(C(=O)CCNC(=O)Cn2cnc3ccccc3c2=O)CC1	0.0%	-1.3%	-11.4%	0.2%	6.5%
Cc1c(NC(=S)NC(=O)c2ccc(-c3ccc(Cl)cc3)o2)cccc1C(=O)O	1.7%	31.4%	?	i	5.4%
CC1(C)CC(=O)C(C=NCc2ccc3c(c2)OCO3)=C(O)C1	-1.8%	-0.1%	-1.4%	1.6%	9.3%
CCCCn1nnc(NC(=O)COc2ccc(Cl)c(C)c2)n1	4.4%	7.56µM*	?	0.9%	-36.0%
CC(Sc1nc2ccccc2s1)C(=O)N(C)Cc1ccccc1 (stereo unspecified)	4.0%	37.9%	7.2%	0.6%	-9.8%
COc1ccccc1CN(CC(=O)NCc1ccc2c(c1)OCO2)C(=O)c1csnn1	1.2%	4.2%	-2.0%	1.0%	-7.2%
CCc1cccc(CC)c1-n1c(SCC(=O)N2CCCc3ccccc32)nc(O)cc1=O	/	63.1%	11.6%	2.7%	4.0%
CCN1CCN(CC2COc3ccccc3O2)CC1 (stereo unspecified)	-1.7%	0.1%	-2.3%	i	-10.2%
O=C(NCC1(N2CCCCC2)CCCCC1)c1cccc(S(=O)(=O)Nc2ccccc2Cl)c1	/	/	/	i	-0.9%
COc1ccc(/C=C(\C)C(=O)c2c(C)cc(C)[nH]c2=O)cc1	4.9%	-7.0%	-3.3%	1.2%	-26.0%
Cc1ccccc1OCC(=O)Nc1nc(-c2ccncc2)cs1	/	12.2%	?	6.8%	-12.3%
CCC(=Nc1ccc(N)cc1)C1=C(O)C(C(=O)OC)C(C)(C)CC1=O (stereo unspecified)	-7.8%	14.3%	66.7%	i	13.7%
CN(Cc1ccc(F)cc1)C(=O)C(c1ccccc1)c1ccccc1	-1.1%	4.5%	-5.3%	0.5%	2.5%
Cc1cc(C(=O)OCC(=O)N2CCN(c3ccccc3)CC2)c2ccccc2n1	-9.9%	67.0%	?	3.7%	-1.3%

Assay outcomes from PubChem.
